# HP1b chromo inh = HTS for Inhibitors of HP1-beta Chromodomain Interactions with Methylated Histone Tails; AlphaScreen HP1-beta / biotin-H3K9me3 peptide binding; Potency, µM (titrated, usually from 114 µM), without a hit: at the highest dose activity change, negative = inhibition, most hits filed as inhibitors; 0.56% of 390,000 active; also: nearly all actives have a fitted effect of over 70% in size; inactives centre near 23
# Target sequence (P83916 whole entry, looked up): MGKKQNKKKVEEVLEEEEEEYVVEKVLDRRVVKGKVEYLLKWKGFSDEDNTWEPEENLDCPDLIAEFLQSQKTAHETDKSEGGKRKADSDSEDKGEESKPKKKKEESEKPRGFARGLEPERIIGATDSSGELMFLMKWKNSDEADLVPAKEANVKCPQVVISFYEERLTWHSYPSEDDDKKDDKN
#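 HP1-beta protein (50 nM final) preincubated 30 min at room temperature with biotinylated H3(1-18)K9me3 peptide (50 nM) in PBS pH 7.4, 0.01% Tween-20, then compound added for 30 min. AlphaScreen streptavidin donor/nickel chelate acceptor beads (10 ug/mL final), 30 min dark, luminescence read.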
# G9a block = qHTS Assay for Inhibitors of Histone Lysine Methyltransferase G9a. Histone-lysine N-methyltransferase EHMT2 (Homo sapiens), Q96KQ7. G9a H3K9 monomethylation, AlphaScreen, 2 h. Potency, µM (series often up to 102 µM), inactives show top-dose activity, negative = inhibition, usual class: inhibitors. 8.8% of 350,000 active. AID 504332, 2011; also: % is scaled to controls: 0 for no effect and ±100 for the full control effect; nearly all actives have a fitted effect of over 75% in size
#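 G9a (20 nM) was preincubated 15 min with compound, then reacted 2 h at room temperature with 500 nM biotin-H3K9 peptide and 20 µM SAM. Monomethyl-H3K9 detected by AlphaScreen using anti-H3K9me1 antibody.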
# BLM inh = qHTS Assay for Inhibitors of Bloom's syndrome helicase (BLM); AID 2528, 2010; RecQ-like DNA helicase BLM (Homo sapiens), P54132; 0.2% of 350,000 active; Potency, µM (top dose mostly 56.1 µM), for inactives: at the highest dose activity change, negative = inhibition, hits mostly inhibitors; recombinant BLM DNA unwinding, fluorescence dequenching;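 also: plate controls were vehicle for no effect and no enzyme for full effect; nearly all actives have a fitted effect of over 35% in size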
# Tb PGK inh = qHTS Assay to Find Inhibitors of Phosphoglycerate Kinase; Phosphoglycerate kinase, glycosomal (Trypanosoma brucei brucei), P07378; 0.043% of 380,000 active; Potency, µM (titrated, usually from 57.5 µM), for the others: top-dose activity change, negative = inhibition, most hits filed as inhibitors; AID 602233, 2012; PGK/GAPDH coupled, Kinase-Glo luminescence, 60 min; also: % is scaled to controls: 0 for no effect and ±100 for the full control effect; nearly all actives have a fitted effect of over 60% in size
#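 Recombinant glycosomal PGK reaction used 1,3-bisphosphoglycerate generated in-well by GAPDH (100nM final) in 100mM TEA pH 7.6, 5mM MgCl2, 0.01% Tween-20. After 60 minutes at room temperature, ATP was read by Kinase-Glo Plus luminescence end-point.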
# Pol iota inh = qHTS for Inhibitors of Polymerase Iota. Pol iota fluorescent replication assay, 10 min. DNA polymerase iota (Homo sapiens), Q9UNA4. Potency, µM (series often up to 115 µM), without a hit: at the highest dose activity, negative = inhibition, actives largely listed as inhibitors. 1% of 390,000 active
# Target sequence (Q9UNA4 whole entry, looked up): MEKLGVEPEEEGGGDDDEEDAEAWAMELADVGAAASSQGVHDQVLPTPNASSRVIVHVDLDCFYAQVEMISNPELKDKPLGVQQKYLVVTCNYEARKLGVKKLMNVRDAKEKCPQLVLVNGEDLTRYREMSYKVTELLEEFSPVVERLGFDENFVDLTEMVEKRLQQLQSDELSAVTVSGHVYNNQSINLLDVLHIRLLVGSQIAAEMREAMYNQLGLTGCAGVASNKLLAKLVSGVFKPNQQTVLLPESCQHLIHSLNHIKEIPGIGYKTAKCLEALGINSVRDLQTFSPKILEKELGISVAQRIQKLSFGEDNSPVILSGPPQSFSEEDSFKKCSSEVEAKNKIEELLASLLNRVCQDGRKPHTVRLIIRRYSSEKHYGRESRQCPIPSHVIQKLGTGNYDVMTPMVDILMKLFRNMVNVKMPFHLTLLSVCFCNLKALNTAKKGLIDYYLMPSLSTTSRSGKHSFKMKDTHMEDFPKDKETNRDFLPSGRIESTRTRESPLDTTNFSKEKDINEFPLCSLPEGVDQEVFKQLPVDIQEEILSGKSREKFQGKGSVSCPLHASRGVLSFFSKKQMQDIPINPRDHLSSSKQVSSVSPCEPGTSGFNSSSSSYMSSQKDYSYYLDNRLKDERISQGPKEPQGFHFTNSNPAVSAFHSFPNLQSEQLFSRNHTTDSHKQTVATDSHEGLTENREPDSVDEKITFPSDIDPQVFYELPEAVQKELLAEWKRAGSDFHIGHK
#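 Pol iota at 10 nM preincubated 15 min with compounds at room temperature; reaction started with fluorescent substrate, 50 nM final. Fluorescence read kinetically at 0 and 10 min; buffer-only wells as negative control.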
# Pin1 inhibitor = qHTS Assay to Find Inhibitors of Pin1. Potency, µM (titrated, usually from 115 µM), inactives show at the highest dose activity, negative = inhibition, usual class: inhibitors. 0.009% of 390,000 active. AID 504891, 2011. Peptidyl-prolyl cis-trans isomerase NIMA-interacting 1 (Homo sapiens), Q13526. Pin1 FP peptide displacement, HiFluor488, 10 min; active = well fitted inhibition curve with a large enough effect in the polarisation, with a control signal flat, not every such curve was filed as active; inconclusive = small, poorly fitted or top-dose-only effect, or effect the other way, or a change in a side signal; inactive = no such curve, though single readings can be large or run the other way; the % refers to the polarisation; also: % is scaled to controls: 0 for no effect and ±100 for the full control effect
# Target sequence (Q13526 whole entry, looked up): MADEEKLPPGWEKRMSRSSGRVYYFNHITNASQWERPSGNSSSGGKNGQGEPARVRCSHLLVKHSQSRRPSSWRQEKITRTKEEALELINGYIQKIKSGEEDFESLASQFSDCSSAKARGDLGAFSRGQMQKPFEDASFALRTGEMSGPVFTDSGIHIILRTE
# JMJD2A Tudor inh = qHTS Assay for Inhibitors of JMJD2A-Tudor Domain; Lysine-specific demethylase 4A (Homo sapiens), O75164; AlphaScreen JMJD2A-Tudor / H3K4me3 peptide binding; Potency, µM (titrated, usually from 114 µM), for inactives: at the top dose activity change, negative = inhibition, actives largely listed as inhibitors; 4.4% of 390,000 active; also: % is scaled to controls: 0 for no effect and ±100 for the full control effect; nearly all actives have a fitted effect of over 50% in size
# GLS inh = qHTS for Inhibitors of Glutaminase (GLS); AID 624170, 2012; Glutaminase kidney isoform, mitochondrial (Homo sapiens), O94925; 0.21% of 410,000 active; Potency, µM (top dose mostly 45.5 µM), for the others: at the highest dose activity change, negative = inhibition, hits mostly inhibitors; GLS enzymatic activity, qHTS titration; also: % is scaled to controls: 0 for no effect and ±100 for the full control effect
#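 Compounds were pin-transferred onto hKGA, after which L-glutamine (1 mM solution) and a detection mix of glutamate oxidase, HRP and Amplex Red were added. Initial and 30 min RT fluorescence reads were collected.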
# BAZ2B block = qHTS Assay for Inhibitors of BAZ2B; AlphaScreen BAZ2B-H3K14Ac peptide displacement; Potency, µM (top dose mostly 114 µM), inactives show at the highest dose activity change, negative = inhibition, most hits filed as inhibitors; 4.4% of 360,000 active; also: % is scaled to controls: 0 for no effect and ±100 for the full control effect; nearly all actives have a fitted effect of over 60% in size
#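 BAZ2B 50 nM plus b-H3(5-23)K14Ac 50 nM, PBS pH 7.4/0.01% Tween-20, 30 min RT; compound added (max 110 uM), 30 min RT; streptavidin donor/Ni-chelate acceptor beads 10 ug/mL final, 20 min dark; AlphaScreen read.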
# Active calls of the source: *; i = inactive; ? = inconclusive; . = no result given; & = joins results of further samples; [ ] = remark or other dose. Unless noted, calls follow the shape of the dose curve; as a rule, active = well fitted curve in the direction sought with a large enough effect; inconclusive = small, poorly fitted or top-dose-only effect, or another doubt; inactive = no such curve, though single readings can be large; an effect the other way counts as inactive or inconclusive. Potency is read from the fitted curve at half-maximal effect.
SMILES,HP1b chromo inh,G9a block,BLM inh,Tb PGK inh,Pol iota inh,Pin1 inhibitor,JMJD2A Tudor inh,GLS inh,BAZ2B block
CCc1nc(NCCCN2CCOCC2)c2oc3ccccc3c2n1,36%,3%[12.7 µM],-7%,-3%,-12%,1%,-16%,-2%,-35%
COc1ccc2c(c1)c(C(=O)CN1CCCCC1)c(C)n2C,42%[activator],.,.,-1%,117%[activator],4%,-1%,-14%,.
CSc1ccccc1NC(=O)Cn1nc([N+](=O)[O-])c(Cl)c1C,7%,.,-8%,-6%,3%,-10%,-16%,?,-18%
CCOc1ccc(N/C(N)=N/c2nc(CSc3nnc(C)s3)cc(=O)[nH]2)cc1,15%,21%,2%,i,-7%,-7%,-4%,-9%,-14%
COc1cc(-c2nn3c(C4CCCCC4)nnc3s2)cc(OC)c1OC,-11%,?,-2%,-6%,-3%,-3%,-10%,1%,2%
Cc1cccc(NC(=O)C2COc3ccccc3O2)c1 (stereo unspecified),44%,7%,-2%,7%,8%,4%,14%,1%,6%
CC1Cc2ccccc2N1C(=O)CN1CCC(C(N)=O)CC1 (stereo unspecified),26%,25%,0%,-5%,25%,-4%,0%,-8%,-4%
CCCOc1ccccc1/C=C(\C#N)C(=O)Nc1cccnc1,37%,.,-15%,-3%,21%,-11%,-18%,-8%,-8%
CCOc1ncccc1C(=O)OCC(=O)N(CC(C)C)C1CCS(=O)(=O)C1 (stereo unspecified),19%,5%,1%,-3%,122%[activator],-4%,7%,0%,-7%
CC(=O)Nc1c(C(N)=O)oc2ccc(Cl)cc12,29%,-4%,0%,0%,5%,-10%,1%,2%,-14%
CCN(c1ccccc1C(=O)O)S(=O)(=O)c1cccc2nsnc12,10%,12%,-6%,8%,22%,5%,-9%,6%,-4%
O=C(Cn1cnc2cc([N+](=O)[O-])ccc2c1=O)N(Cc1ccccc1)C1CCS(=O)(=O)C1 (stereo unspecified),21%,?,-2%,0%,240%[activator],2%,-12%,0%,7%
CCC(C)NC(=O)c1ccc(CNS(=O)(=O)c2ccc3c(c2)C(C)(C)C(=O)N3C)cc1 (stereo unspecified),42%&37%[activator],15%,0%&0%,i,6%&5%,1%&5%,-9%&-7%,2%&5%,-2%&-10%
COc1ccc(S(=O)(=O)N2CCCC(C(=O)NCCCn3ccnc3)C2)cc1OC (stereo unspecified),25%,14%,2%,i,92%[activator],-5%,-25%,-11%,3%
Cc1cccc(NC(=O)CSc2nnc(CNC(=O)c3cccc(C)c3)n2-c2ccccc2)c1,25%,-47%[59 µM],-7%,-4%,-2%,0%,-20%,-4%,-16%
O=C(c1cccs1)N1CCCN(c2ncnc3scc(-c4ccccc4)c23)CC1,9%,?,-2%,i,42%[activator],36%[activator],-22%,2%,-21%
CSCCNCc1c(C(=O)N2CCOCC2)nc2c(C)cccn12,12%[57 µM],6%,-1%,-10%,-19%,-1%,-1%,0%,-18%
O=C1C(=O)N(CCO)C(c2cccc(F)c2)/C1=C(\O)c1ccc(Cl)cc1 (stereo unspecified),33%,9%[0.501 µM],-1%,-4%,5%,-7%,-23%,0%,?
COCCn1c(N)c(N(Cc2ccccc2)C(=O)c2ccc(C#N)cc2)c(=O)[nH]c1=O,28%,-20%,-7%,-6%,7%,0%,-2%,-2%,-6%
COc1ccccc1C(=O)Nc1ccnn1C1CCN(Cc2cnc(N(C)C)s2)CC1,17%,.,0%,0%,17%,-11%,-20%,-4%,5%
CCCC/C=C/C(NC(=O)CCc1ccccc1)c1ccccc1 (stereo unspecified),87%[activator],26%,-4%&-11%,3%,2%,-1%,14%,6%,13%
CC(C)Cn1cnc2c(=O)oc3ccccc3c21,0%,24%,-2%,-3%,4%,4%,-8%,8%,-1%
CC(C)CCNC(=O)NC(=O)CN1C(=O)NC2(CCCCC2)C1=O,35%[activator],-10%[59 µM],0%,i,15%,-3%,-8%[57.1 µM],0%,?
O=C(O)c1cc(N/N=C/c2ccc3c(c2)OCO3)ccc1Cl,39%,50µM*,-1%,-8%,21%,-12%,-25%,20%,?
COc1cc(NC(=O)c2[nH]cnc2C(N)=O)cc(C(=O)Nc2cccc(C(F)(F)F)c2)c1,20%,.,.,-10%,?,2%,-21%,9%,.

# Ordered by molecular weight (highest first): part of the list above
SMILES,HP1b chromo inh,G9a block,BLM inh,Tb PGK inh,Pol iota inh,Pin1 inhibitor,JMJD2A Tudor inh,GLS inh,BAZ2B block
COCCn1c(N)c(N(Cc2ccccc2)C(=O)c2ccc(C#N)cc2)c(=O)[nH]c1=O,28%,-20%,-7%,-6%,7%,0%,-2%,-2%,-6%
O=C(O)c1cc(N/N=C/c2ccc3c(c2)OCO3)ccc1Cl,39%,50µM*,-1%,-8%,21%,-12%,-25%,20%,?
CCCOc1ccccc1/C=C(\C#N)C(=O)Nc1cccnc1,37%,.,-15%,-3%,21%,-11%,-18%,-8%,-8%
COc1ccc2c(c1)c(C(=O)CN1CCCCC1)c(C)n2C,42%[activator],.,.,-1%,117%[activator],4%,-1%,-14%,.
CC(=O)Nc1c(C(N)=O)oc2ccc(Cl)cc12,29%,-4%,0%,0%,5%,-10%,1%,2%,-14%

# The results go on:
SMILES,HP1b chromo inh,G9a block,BLM inh,Tb PGK inh,Pol iota inh,Pin1 inhibitor,JMJD2A Tudor inh,GLS inh,BAZ2B block
Cn1cc(-c2cc3n(n2)CCC(=O)N3CC(=O)O)c2ccccc21,31%,3%[59 µM],-1%,.,5%,-3%,-2%,1%,-11%
COC1=C(c2ccccc2)C(=O)c2ccccc2C1=O,?,20µM*,-1%,-10%,?,?,?,-8%,45µM*
Cc1ccc(C(C)(C)C)cc1S(=O)(=O)Nc1cccc(S(=O)(=O)NC2=NCCC2)c1,39%,4%[59 µM],4%,5%,9%,-3%,-15%[57.1 µM],14%,-1%
CCCCNC(=O)CSc1nc2ccc(NC(=O)CSc3nnc(COc4ccccc4C)n3C)cc2s1,-9%,?,-3%,-7%,17%,0%,-7%,-3%,-16%
Cc1ccc(C(C(=O)NC(C)(C)C)N(C(=O)c2csnn2)C2CC2)cc1 (stereo unspecified),24%,?,3%,-3%,8%,5%,-3%,-6%,-4%
Cc1cc(C)cc(NC(=O)CN2C(=O)CSc3ccc(S(=O)(=O)N(C)C)cc32)c1,30%,-5%[59 µM],-2%,i,-10%,7%,-23%,-10%,0%
Cc1sc(NC(=O)C2C3C=CC(C3)C2C(=O)O)c(C(N)=O)c1-c1ccc(C(C)C)cc1 (stereo unspecified),5%,14%[59 µM],0%,-5%,-5%,-9%,-28%,28%,-9%
COc1ccc(C2CC(c3ccc(Cl)cc3)Nc3nc(NC(=O)c4ccco4)nn32)cc1 (stereo unspecified),20%,4%[59 µM],-10%,1%,1%,0%,-21%,8%,4%
CN(C(=S)NC(=O)CCCOc1ccc(Cl)cc1Cl)c1ccccc1,3%,?,-5%,-4%,3%,0%,-6%,17%,1%
Cc1ccccc1NC(=O)N1CCc2cc(S(=O)(=O)N3CCC(C)CC3)ccc21,49%[activator],-2%[59 µM],-7%,.,12%,-1%,-4%,-13%,3%
CCN(CC)S(=O)(=O)c1nnc(NC(=O)c2ccc(Br)cc2)s1,17%,-20%[59 µM],-1%,i,-10%,-5%,-27%,1%,-31%
CCOc1ccc(CC(=O)NNC(=S)NCCc2ccccc2)cc1,62%[activator],.,0%,-9%,9%,4%,1%,18%,-14%
CCn1c(CC(=O)Nc2cccc(OC)c2)nnc1SCC(=O)Nc1nccs1,24%,56µM*,-3%,3%,-2%[58.9 µM],-2%,-10%,-6%,8%
O=C(O)CCN1C(=O)C2CCCCC2C1=O (stereo unspecified),36%[activator],-63%,0%,1%,3%,1%,-9%,-9%,-3%
Cc1nc2c(=O)n(C)c(=O)n(C)c2nc1Cl,53%[activator],-6%[59 µM],2%,5%,65%[activator],-4%,-6%,18%,5%
Cc1oc2cc(O)ccc2c(=O)c1-c1ccccc1,18%[57 µM],12%,-5%,-1%,9%,-9%,-8%,0%,-14%
CCN1CCN(c2cc(C)c3cc(NC(=S)N(CC)CC)ccc3n2)CC1,1%[57 µM],35µM*,-4%,-4%,14%,-1%,?,57%[activator],?
COc1ccc(-c2nc3c(C#N)c[nH]n3c2NC2CCCC2)cc1,28%,?,-2%,14%,10%,?,1%,13µM*,1%
CSc1nnc(-c2ccc([N+](=O)[O-])cc2)o1,-11%,?,-2%,-12%,-21%,0%,-12%,0%,-17%
COC(=O)C1=C(C)N=C2SCCC(=O)N2C1c1ccc(C(=O)OC)cc1 (stereo unspecified),6%,18%[59 µM],-2%,-4%,-3%[58.9 µM],-1%,-18%,-3%,7%
COc1ccc(-c2nn(C)c(=O)c3ccccc23)cc1NC(=O)COc1ccc(C)cc1,10%,11%,0%,-3%,-3%,6%,?,-24%,-6%[57.1 µM]
OCCNc1nc(Nc2cccc(O)c2)nc2ccccc12,13%,71µM*,-5%,-1%,-26%,-3%,-21%,0%,-33%
COc1ccccc1C(=O)NC(=O)COC(=O)CCOc1ccc(C)cc1,6%,-4%,.,-8%,-8%,?,0%,-1%,2%
CCc1ccccc1NC(=O)CN(C1CCCCC1)S(C)(=O)=O,45%,-4%[0.501 µM],-8%,-9%,138%[activator],2%,1%,-3%,-7%
COc1ccc(C(=O)NCCSCc2cccc(Cl)c2)cc1OC,18%,-17%[59 µM],-6%,-1%,-3%,0%,-20%,-3%,-21%
O=C(CSc1ccc(F)cc1)Nc1ccc(C2SCCS2)cc1,23%,6%,-3%,-8%,?,1%,-13%,2%,2%

# Not all compounds are listed, so the mix of outcomes need not match the whole.
